IMPase cell inh – cell-permeable inhibitors of inositol monophosphatase (IMPase). CHO-M1 cells, IP1 accumulation, HTRF TR-FRET ratio. inhibition (IP1 accumulation), % at 46.1 µM. 120,000 tested, under 10 active. AID 901; active = well fitted curve in the direction sought with a large enough effect in the signal ratio, not every such curve was filed as active; inconclusive = small, poorly fitted or top-dose-only effect, or a change in a side signal; inactive = no such curve, though single readings can be large or run the other way; the % refers to the signal ratio;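 note: cells stimulated with carbachol in lithium chloride buffer; plate controls were DMSO basal wells for no effect and reference inhibitor wells for full effect; higher means more IMPase inhibition seen as more IP1 and lower FRET ratio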
Target sequence (P97697 whole entry, looked up): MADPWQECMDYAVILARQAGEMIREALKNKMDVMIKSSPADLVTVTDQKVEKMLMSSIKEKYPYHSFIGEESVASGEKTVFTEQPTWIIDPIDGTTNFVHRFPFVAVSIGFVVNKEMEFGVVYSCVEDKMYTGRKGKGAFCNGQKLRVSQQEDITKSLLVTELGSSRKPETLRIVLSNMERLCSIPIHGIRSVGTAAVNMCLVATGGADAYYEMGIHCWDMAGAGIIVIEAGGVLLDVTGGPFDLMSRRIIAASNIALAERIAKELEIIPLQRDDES
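Carbachol-driven Gq signalling in CHO-M1 cells (2000/well) generates IP1. Compounds that block IMPase raise IP1 and so reduce the FRET signal from Eu-anti-IP1 and d2-IP1 after a 10 min room-temperature lysis.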
12-hLO inh – inhibitors of human 12-lipoxygenase (ALOX12); purified 12-hLO, xylenol orange hydroperoxide absorbance; Potency, µM (doses to about 57.1 µM), inactives show top-dose activity change, negative = inhibition, most hits filed as inhibitors; P18054; 0.12% of 150,000 active; note: potency is the fitted concentration of half-maximal effect; nearly all actives have a fitted effect of over 55% in size; many of its hits are not listed in these tables
Target sequence (P18054 whole entry, looked up): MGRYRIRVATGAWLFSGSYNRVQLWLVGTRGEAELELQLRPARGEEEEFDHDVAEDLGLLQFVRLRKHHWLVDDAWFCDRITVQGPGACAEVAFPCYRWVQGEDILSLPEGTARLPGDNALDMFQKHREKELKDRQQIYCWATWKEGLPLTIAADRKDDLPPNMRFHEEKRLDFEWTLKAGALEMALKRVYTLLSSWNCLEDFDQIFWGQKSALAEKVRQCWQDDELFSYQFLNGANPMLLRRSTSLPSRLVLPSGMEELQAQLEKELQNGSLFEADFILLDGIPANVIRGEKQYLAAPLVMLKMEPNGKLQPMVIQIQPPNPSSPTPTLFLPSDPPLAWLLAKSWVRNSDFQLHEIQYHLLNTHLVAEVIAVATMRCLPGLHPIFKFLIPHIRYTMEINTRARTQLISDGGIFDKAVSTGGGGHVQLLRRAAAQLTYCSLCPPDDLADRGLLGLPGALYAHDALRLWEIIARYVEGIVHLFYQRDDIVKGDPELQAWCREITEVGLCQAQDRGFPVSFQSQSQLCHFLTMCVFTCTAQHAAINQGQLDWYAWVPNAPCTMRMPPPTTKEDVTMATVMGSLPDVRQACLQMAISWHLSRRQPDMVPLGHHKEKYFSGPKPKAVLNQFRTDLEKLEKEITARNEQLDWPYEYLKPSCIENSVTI
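Lipoxygenase turnover measured by absorbance at 573 and 405 nm after Fe-XO development. Human 12hLO 150 nM, arachidonate 40 uM, pH 7.0 Hepes buffer with detergent; 15 min compound preincubation, 30 min reaction.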
PNC inhibitor – inhibitors of perinucleolar compartment assembly | PC3M PTB-GFP, PNC prevalence imaging, 16 h; hits give low values | 3.1% of 140,000 active | activity change (PNC), negative = inhibition, % at 10 µM;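 active = readout at or below -70, meaning at least 70% loss of cells showing the perinucleolar compartment, a nuclear body marking cancer cells; inconclusive = readout between -30 and a set limit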;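 note: plate controls were DMSO wells for no effect and camptothecin positive control wells for full effect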
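Read-out is percentage of cells bearing a perinucleolar compartment, from automated 20x imaging of fixed, Hoechst-stained PC3M PTB-GFP cells. Cells were seeded 4 h, then exposed 16 h to compound (23 nl of library stock) in duplicate plates.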
15-hLO-2 inh – inhibitors of human 15-lipoxygenase 2 (ALOX15B); O15296; purified 15hLO-2, xylenol orange hydroperoxide absorbance; Potency, µM (series often up to 57.1 µM), inactives show top-dose activity change, negative = inhibition, usual class: inhibitors; 0.56% of 110,000 active; AID 881; note: potency is the fitted concentration of half-maximal effect; nearly all actives have a fitted effect of over 60% in size; many of its hits are not listed in these tables
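Enzyme 50 nM, AA 45 uM, 25 mM Hepes pH 7.5 + 0.01% Triton X-100; cpd preinc 15 min RT, rxn 90 min RT; stop/detect with 200 uM XO + 300 uM Fe(II) in 50 mM H2SO4, 30 min; A573/A405.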
Active calls of the source: *; ? = inconclusive; . = not tested or not shown; [ ] = remark or other dose. Unless noted, calls come from the whole dose curve; as a rule, active = well fitted curve in the direction sought with a large enough effect; inconclusive = small, poorly fitted or top-dose-only effect, or another doubt; inactive = no such curve, though single readings can be large; an effect the other way counts as inactive or inconclusive. Unless noted, % is set by controls: 0 for no effect and ±100 for the full control effect. The list is partial; count on the stated rates, not on these rows.

SMILES	IMPase cell inh	12-hLO inh	PNC inhibitor	15-hLO-2 inh
N#Cc1cc(-c2ccccc2)nnc1Sc1ccc(Cl)cc1	-3.4	-0.1%	72.9	-3.0%
Cc1ccc(OCc2ccc(C(=O)Nc3nc4ccccc4n3C)o2)c([N+](=O)[O-])c1	-4.1	-2.7%	75.8	.
O=C(Nc1ccc2ccccc2c1)Nc1ccc2snnc2c1	8.9	-14.8%	-19.3	-6.2%
Cc1c(C(=O)Nc2ccc(Cl)cn2)oc2ccccc12	?	-4.2%	?	.
CC1(C)N=C(SCC(=O)Nc2ccc(Cl)cc2Cl)C(c2ccccc2)=N1	11.5	-1.8%	-23.8	1.6%
C=CCNC(=O)c1snnc1-c1ccccc1	-4.8	-9.6%	7.9	1.7%
c1ccc(-c2cnc(CSc3nnc4ccccn34)o2)cc1	-3.0	2.1%	-24.4	-2.3%
CC1=C2C(O)C(=O)OC3CC4C(C)(C)C(=O)C=C[C@]4(C)C(CC1)[C@@]23C (stereo partly specified)	.	0.4%	.	-7.9%
NC(=O)C1CCN(C(=O)Cc2ccc([N+](=O)[O-])cc2)CC1	.	2.1%	?	.
O=C(NC1CCCC1)c1cccc(S(=O)(=O)N2CCCCC2)c1	7.0	0.6%	39.4	-3.4%
Cc1ccc(S(=O)(=O)NC2c3cccc4cccc(c34)C2Sc2ncccn2)cc1 (stereo unspecified)	.	-4.9%	?	.
CCCOC(=O)C1=C(C)OC23OC(N)=C(C#N)C12C(=O)c1ccccc13 (stereo unspecified)	-9.7	14.3%	-25.3	.
Cc1cccc(-c2nnc(-c3ccccc3)o2)c1	-6.4	-5.1%	21.9	-12.1%
O=C(NC1CCCC1)C(c1ccncc1)N(Cc1ccccc1)C(=O)c1ccc(-c2ccccc2)[nH]1 (stereo unspecified)	.	1.8%	?	.
CCn1c(COc2ccccc2Cl)nnc1SCC(=O)Nc1ncccc1C	2.8	1.2%	19.3	.
C=CCNC(=S)NNc1nc2c(c(=O)[nH]1)C1(CCCC1)Cc1ccccc1-2	-5.7	-28.9%	-8.5	.
COC(=O)CSc1nnc2n(C3CCCCC3)c(=O)c3c4c(sc3n12)CCCC4	2.8	-0.1%	27.1	-6.4%
CCCC(=O)Nc1nnc(SCC(=O)Nc2ccc3c(c2)OCO3)s1	.	7.3%	-29.4	.
Cn1nc([N+](=O)[O-])nc1N1CCN(c2ccc(F)cc2)CC1	1.5	0.0%	-29.4	-4.3%
COc1ccc(OCC(O)CN2CCC(CN3C(=O)c4cccc5cccc(c45)C3=O)CC2)cc1 (stereo unspecified)	7.6	0.4%	38.5	-8.9%
Cc1c(Cl)cccc1Nc1nc(N)nc(CSCCO)n1	7.7	1.6%	290.6	.
CCC(c1nnnn1C(C)(C)C)N1CCN(C2CCCC2)CC1 (stereo unspecified)	1.8	-1.3%	?	4.5%
Cc1nc(Nc2ccc3c(c2)OCCO3)c2oc3ccccc3c2n1	8.2	-1.8%	?	4.2%
CCOC(=O)COC(=O)c1ccc(O)cc1	10.5	3.7%	-24.4	0.8%
COc1ccc(CCNC(=O)/C(=C/c2cccnc2)NC(=O)c2ccccc2)cc1	.	-5.0%	54.6	.
Cc1ccc(CN2CCN(Cc3ccccc3C(F)(F)F)CC2)cc1	1.9	-13.5%	33.5	21.5%
Cc1cccc(C)c1OCc1nc2ccccc2c(=O)n1/N=C/c1ccc(OCC(=O)O)cc1	.	0.0%	-26.4	.
CC(=O)NN=C1CCC(c2ccccc2)CC1 (stereo unspecified)	.	2.7%	?	.
Cc1ccccc1CN1CCN(C/C=C/c2ccccc2)CC1	9.8	9.6%	26.4	2.8%
Cc1cccc(NC(=S)N2N=CCC2c2ccccc2)c1 (stereo unspecified)	3.8	-1.7%	?	2.2%

A draw from above in order of count of non-hydrogen atoms, low to high:
SMILES	IMPase cell inh	12-hLO inh	PNC inhibitor	15-hLO-2 inh
CC(=O)NN=C1CCC(c2ccccc2)CC1 (stereo unspecified)	.	2.7%	?	.
Cc1cccc(NC(=S)N2N=CCC2c2ccccc2)c1 (stereo unspecified)	3.8	-1.7%	?	2.2%
CCC(c1nnnn1C(C)(C)C)N1CCN(C2CCCC2)CC1 (stereo unspecified)	1.8	-1.3%	?	4.5%
Cc1ccc(CN2CCN(Cc3ccccc3C(F)(F)F)CC2)cc1	1.9	-13.5%	33.5	21.5%
C=CCNC(=S)NNc1nc2c(c(=O)[nH]1)C1(CCCC1)Cc1ccccc1-2	-5.7	-28.9%	-8.5	.
COC(=O)CSc1nnc2n(C3CCCCC3)c(=O)c3c4c(sc3n12)CCCC4	2.8	-0.1%	27.1	-6.4%

Next compounds:
SMILES	IMPase cell inh	12-hLO inh	PNC inhibitor	15-hLO-2 inh
COc1ccc(CN(Cc2cc3cc(OC)c(OC)cc3[nH]c2=O)C(=O)NC2CCCCC2)cc1	3.8	-3.4%	-3.2	14.0%
O=C(NC(=S)Nc1ccc(N2CCCCC2)cc1)c1ccco1	7.8	-14.3%	-25.4	.
COCc1cc(C)nc2sc(C(=O)N3CCCCC3)c(N)c12	-1.5	2.7%	?	-7.5%
Cc1ccc(CN2CC34C=CC(O3)C(C(=O)NCc3ccco3)C4C2=O)cc1 (stereo unspecified)	-2.5	-5.0%	?	1.4%
CCOC(=O)C(Cc1ccccc1)NC(=O)CCc1c(C)nc2nc(C)nn2c1C (stereo unspecified)	-2.3	4.6%	-12.6	-1.2%
Cc1cc2ccccc2nc1Br	.	1.5%	?	.
CCn1c(SCC(=O)NC(C)c2ccccc2)nc2ccccc21 (stereo unspecified)	?	1.9%	?	0.8%
COc1cc(C(=O)N2CCCC(c3nc(-c4cccs4)no3)C2)cc(OC)c1OC (stereo unspecified)	-2.4	0.1%	-7.1	-2.2%
COc1ccc(OCCSc2nc(N)cc(N)n2)cc1	8.5	5.9%	7.7	10.7%
Cn1ccnc1SCc1cn2ccccc2n1	-3.1	3.9%	6.8	33.9%[activator]
CC1CN(S(=O)(=O)c2ccc(Cl)c(S(=O)(=O)N3CC(C)OC(C)C3)c2)CC(C)O1 (stereo unspecified)	2.9	1.3%	31.8	8.4%
C/C(=N\NC(=O)CC1N=C(Cc2ccccc2)NNC1=O)c1ccc(C)cc1 (stereo unspecified)	-1.0	4.9%	76.1	-3.4%
Cc1ccc(NC(=O)CSc2nc3ccccc3c3nc4ccccc4n23)cc1	-19.5	-3.0%	-107.5*	?
COc1ccc(-c2cc(N3C(=O)Nc4ccccc4N3O)n[nH]2)cc1	-1.3	3.0%	-22.7	.
c1ccc2sc(SSc3nc4ccccc4s3)nc2c1	.	1.9%	.	?
C=C(C)C1Cc2c(ccc(C(=O)O)c2O)O1 (stereo unspecified)	.	-2.4%	.	0.1%
CCN(CC)S(=O)(=O)c1cc(F)ccc1OC	-6.6	0.3%	11.8	.
COc1cc(/C=N/n2nnnc2N)ccc1OCc1c(C)no[n+]1[O-]	.	-1.8%	5.6	.
O=c1nc(-c2ccccc2)c2ccccc2[nH]1	0.3	-3.3%	15.5	-16.6%
O=C(c1cnn2c(C(F)F)cc(-c3ccccc3)nc12)N1CCOCC1	0.6	-1.5%	5.6	.
O=C1N2CCSC2=NC1(NS(=O)(=O)c1ccccc1)C(F)(F)F (stereo unspecified)	8.5	-1.9%	-16.8	-0.3%
COc1cc(O)oc1C=Nc1ccc(Cl)cc1	-8.1	-6.4%	56.1	-5.8%
CCOc1ccc(Nc2nc(NCCN3CCOCC3)nc(OC)n2)cc1	6.5	5.1%	-24.9	17.6%
CCn1c(SCC(=O)Nc2nc3ccccc3s2)nnc1-c1ccc(OC)cc1	13.6	-1.3%	14.8	-5.9%
COc1ccc2cc(C#N)c(NC(C)C)nc2c1	-5.4	0.8%	?	3.9%
O=C(Nc1nncs1)c1ccc(Br)c(S(=O)(=O)N2CCCC2)c1	3.3[1.84 µM]	-1.5%	?	-16.8%[11.4 µM]
Cc1ccc(-n2c(Cc3cccs3)nnc2SCC(=O)Nc2ccc(S(N)(=O)=O)cc2)cc1	4.6	-5.9%	25.0	-8.7%
O=C(O)c1oc(C(=O)O)c(C(=O)O)c1C(=O)O	.	1.3%[11.4 µM]	.	-0.6%[11.4 µM]
Cc1ccc(-c2nnn(CC(=O)N(CC(=O)NCC3CCCO3)c3ccc(F)c(Cl)c3)n2)o1 (stereo unspecified)	-0.9	-2.7%	?	-3.8%
O=C1CCCCCN1Sc1ccccc1	6.1	-3.2%	-21.0	?
COc1ccc(-c2nc(Cn3c(SCc4ccc(C)cc4)nc4ccncc43)c(C)o2)cc1OC	11.0	-3.4%	?	49.6%[activator]
CCOC(=O)N1CCN(S(=O)(=O)c2ccc(OCC)c3ccccc23)CC1	7.2	-10.5%	17.8	12.5%
O=C(COC(=O)c1cccc(S(=O)(=O)N2CCN(c3ccccc3)CC2)c1)NCc1ccco1	-2.4	-3.0%	28.8	-0.8%
CCOC(=O)c1c(-c2ccccc2)nc2c(C)cccn12	1.0	0.1%	37.8	-2.0%
C=CCOC(=O)C1=C(C)Nc2nnnn2C1c1ccc(OC)cc1OC (stereo unspecified)	-9.0	1.9%	57.7	-0.2%
O=C(CCN1C(=O)c2ccncc2C1=O)Nc1ccc(F)cc1	4.2	2.5%	0.1	0.8%
CCCC12CN3CC(CCC)(CN(C1)C3C(O)C(O)C(O)CO)C2=O (stereo unspecified)	?	-4.3%	22.9	-6.4%
COc1ccc(-c2cc(C(=O)OCC(=O)Nc3ccc4c(c3)OCO4)c3ccccc3n2)cc1	-7.6	-1.5%	-15.0	.
COc1ccnc(Oc2ccccc2)c1C#N	-3.1	-5.5%	?	3.3%
O=C(Nc1c(Cl)ccc2nsnc12)c1cccnc1	.	-0.7%	-16.0	.
O=C(COC(=O)Cc1c(Cl)cccc1Cl)NCCC1=CCCCC1	12.6	-3.7%	25.7	.
COc1ccccc1C(=O)NCC(c1cccnc1)N(C)C (stereo unspecified)	-1.6	-3.0%	?	-3.8%
O=C(CCNc1n[nH]c(=O)[nH]c1=O)N1CCOCC1	3.7	0.9%	22.1	-3.9%
COCCN1C(=O)c2cc(C(=O)Nc3ccc(C)c(F)c3)ccc2C1Nc1ccc(C)c(F)c1 (stereo unspecified)	.	-6.2%	38.7	.
CCCCC(=O)Nc1nc(C)c(C(C)=O)s1	8.1	1.2%	32.4	4.3%
CC(C)N(C(=O)COC(=O)[C@@H]1CC(O)CN1S(=O)(=O)c1ccccc1[N+](=O)[O-])C(C)C (stereo partly specified)	.	-1.7%	58.2	.
CCCn1c(CNS(=O)(=O)c2ccc(C)cc2)nc2ccccc21	-2.3	-2.3%	-25.1	.
CCc1ccc(N2C(=O)CC(N(CC3CCCO3)C(=O)/C=C/C(=O)O)C2=O)cc1 (stereo unspecified)	.	1.0%	18.3	.
COc1ccc(NC(=S)N(CCc2c(C)[nH]c3ccccc23)Cc2ccco2)cc1	.	0.6%	29.6	.
O=C(C(Cc1ccccc1)n1cccc1)N1CCCCCC1 (stereo unspecified)	-1.9	8.7%	-17.2	0.2%
Cc1ccc(CCNC(=O)c2ccc(CS(=O)(=O)Cc3ccccc3F)o2)cc1	2.5	-7.0%	3.0	15.8%
COc1ccccc1NS(=O)(=O)c1cc(NC(=O)c2ccc(Cl)nc2)ccc1Cl	.	0.6%	-7.0	.
COc1ccc(CCNC(=O)CN2CCN(Cc3ccc(F)cc3)C2=O)cc1OC	5.0	5.9%	-23.4	2.4%
CCn1c(=O)c2c3c(sc2n2cnnc12)CCC3	-1.4	9.0%	8.0	-3.1%
Nc1ccc(-c2sc(N)nc2-c2ccccc2)cc1	0.7	-3.8%	55.1	-25.0%
O=C(c1cnccn1)N1CCC2(CC1)CCN(c1ccccn1)CC2	.	2.5%	.	-1.2%
